FLuc counter: counter-screen for miR-21 project: firefly luciferase inhibitors or activators; P08659; purified FLuc, Km substrates, luminescence inhibition; Potency, µM (top dose mostly 57.5 µM), for the others: at the highest dose activity change, negative = inhibition, usual class: inhibitors; 360,000 tested, 6.9% active; AID 588342; active = well fitted inhibition curve with a large enough effect; inconclusive = small, poorly fitted or top-dose-only effect;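 note: plate controls were vehicle for no effect and reference inhibitor for full effect; nearly all actives have a fitted effect of over 55% in size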
Target sequence (P08659 whole entry, looked up): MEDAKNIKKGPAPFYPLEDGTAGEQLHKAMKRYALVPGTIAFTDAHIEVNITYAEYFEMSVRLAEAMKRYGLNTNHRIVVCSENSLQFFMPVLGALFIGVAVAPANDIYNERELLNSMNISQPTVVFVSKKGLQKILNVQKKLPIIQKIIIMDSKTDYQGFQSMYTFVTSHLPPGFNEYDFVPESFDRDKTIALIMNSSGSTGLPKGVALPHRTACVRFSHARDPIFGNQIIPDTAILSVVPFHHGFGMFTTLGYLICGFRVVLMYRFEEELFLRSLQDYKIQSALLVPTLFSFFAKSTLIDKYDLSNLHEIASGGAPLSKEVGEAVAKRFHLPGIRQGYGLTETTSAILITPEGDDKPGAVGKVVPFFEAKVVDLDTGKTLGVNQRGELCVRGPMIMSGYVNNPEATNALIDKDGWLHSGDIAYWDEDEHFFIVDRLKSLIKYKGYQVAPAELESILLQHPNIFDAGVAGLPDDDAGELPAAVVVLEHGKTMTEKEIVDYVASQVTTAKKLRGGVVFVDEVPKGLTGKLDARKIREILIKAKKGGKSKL
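Purified P. pyralis luciferase, 10 nM final, with Km-level 10 uM D-luciferin and 10 uM ATP in 50 mM Tris acetate pH 7.5, 10 mM Mg acetate, 0.01% Tween-20, 0.05% BSA; 6-point qHTS titration about 60 µM downward; luminescence read.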
Numbers without * were called inactive; ? = inconclusive. Potency is the fitted concentration of half-maximal effect. Not all compounds are listed (hit frequency here may not be typical).

No.	SMILES	FLuc counter
1	CCCCn1cc(S(=O)(=O)c2ccc(Cl)cc2)c(=O)c2cc(F)c(N3CCCC(C)C3)cc21 (centres undefined)	-5.5%
2	O=C(NCc1ccccc1Cl)C(=O)NCC(c1cccs1)S(=O)(=O)c1ccccc1 (centres undefined)	-6.9%
3	CC(C)Oc1ccc(CNC(=O)c2ccccc2NC(=O)c2nsc3ccccc23)cc1	?
4	Cn1c(=O)oc2cc(S(=O)(=O)CCC(=O)NCCc3ccc(Cl)cc3)ccc21	-0.2%
5	COC(=O)c1ccc(OC)c(Cn2c(=O)n(Cc3ccccc3)c(=O)c3c2c2cc(OC)ccc2n3C)c1	-0.8%
6	CCS(=O)(=O)N1CCC(n2c(C)nc3cccnc32)CC1	0.6%
7	CCCCCOc1ccccc1CN1C(=O)C(=O)c2cc(C)ccc21	-17.3%
8	CCOc1cccc2sc(NC(=O)c3ccc(S(=O)(=O)N4CCCCC4C)cc3)nc12 (centres undefined)	?
9	CC(C)Oc1ccc(CNS(=O)(=O)c2cnc(N)nc2)cc1	-3.8%
10	O=C(COc1cccc(Cl)c1)N1CCC(c2nc3ccccc3s2)CC1	-12.2%
11	CCC(C(=O)Nc1cc(-c2nc3cccnc3s2)ccc1C)c1ccccc1 (centres undefined)	10.7µM*
12	Cc1cccc(NC(=O)c2sc3nc4c(cc3c2N)CN(Cc2ccccc2)CC4)c1	4.8%
13	Cn1c(=O)c2nc3ccc(NC(=O)C(F)(F)F)cc3nc2n(C)c1=O	-0.3%
14	CCOc1ccc(-c2nc(CSCC(=O)NCc3ccc(Cl)cc3)c(C)o2)cc1	?
15	CCOC(=O)c1ccccc1NC(=O)CSc1ncc2c(n1)-c1ccccc1N(CC)S2(=O)=O	2.8%
16	O=C(CCn1cccn1)Nc1cccc(C(F)(F)F)c1	0.9%
17	Cc1ccccc1CS(=O)(=O)Cc1ccc(C(=O)NCCc2ccc(Cl)cc2)o1	-19.6%
18	COCCNC(=O)c1ccc2c(c1)N(Cc1cccc(Cl)c1)C(=O)c1ccccc1S2=O (centres undefined)	-1.0%
19	COc1ccc(-n2nc3c(N4CCCC(C(=O)NCCc5ccccc5C)C4)nnc(C)c3c2C)cc1 (centres undefined)	1.2%
20	COc1cccc(Cn2cc(C(=O)c3ccccc3)c(=O)c3cc4c(cc32)OCO4)c1	-10.4%
21	COc1ccc(S(=O)(=O)Nc2cc(-c3cn4ccccc4n3)ccc2C)cc1	?
22	CCOC(=O)c1ccccc1NC(=O)CCOc1ccccc1	-5.1%
23	CCc1ccc(C2=CC(c3cccc(Br)c3)n3nnnc3N2)cc1 (centres undefined)	3.3%
24	CCCc1cc(N2CCN(c3cc(Cl)ccc3C)CC2)n2cnnc2n1	-4.2%
25	Cc1c(Cl)cccc1-n1ncc(C(=O)N2CCOCC2)c1C1CCN(C(=O)OC(C)(C)C)CC1	-1.5%

No.	SMILES	FLuc counter
26	COc1ccc(C(=O)Nc2cccc(C(=O)OCc3cc(=O)n4c5c(sc4n3)CCCC5)c2)cc1	?
27	CC(C)CC(=O)Nc1cccc(-c2cn3cccnc3n2)c1	23.9µM*
28	COc1ccc(Cl)cc1NC(=O)c1nn(C)c2c1CS(=O)(=O)c1ccccc1-2	?
29	N#Cc1c(-c2ccccc2)cc(-c2ccccc2)nc1SCC(O)CS(=O)(=O)Cc1ccccc1 (centres undefined)	-14.5%
30	CCc1ccc2ncc3c(-c4ccc(F)cc4)nn(CC(=O)NCc4ccccc4)c3c2c1	3.7%
31	CCOC(=O)c1cnc2ccc(C)cc2c1NCCc1ccc(OC)c(OC)c1	-13.8%
32	Nc1ccc(S(=O)(=O)NC2(C(F)(F)F)NC(=O)N(c3cccc(Cl)c3)C2=O)cc1 (centres undefined)	-3.7%
33	CCOC(=O)c1c(C)sc(-c2c(-c3ccc(OC)c(F)c3)[nH]c3c2c(=O)[nH]c(=O)n3C)c1O	-0.8%
34	CCc1ccccc1S(=O)(=O)Cc1ccc(C(=O)NCCc2ccc(Cl)cc2)o1	-6.2%
35	COc1ccccc1C(=O)NCC1(N2CCN(C)CC2)CCCCC1	3.6%
36	Cc1ccc(CNS(=O)(=O)c2ccc(N3CCCCS3(=O)=O)cc2)cc1	4.5%
37	CC1CCc2nc(NC(=O)COc3ccc(C(C)(C)C)cc3)sc2C1 (centres undefined)	-7.6%
38	Cn1c(SCc2ccc(F)cc2)nc2c([nH]c3ccccc32)c1=O	-0.6%
39	CCOC(=O)c1c(C)n(-c2ccccc2)c2ccc(OC(=O)COc3ccccc3)cc12	-18.6%
40	CCCCNC(=O)c1ccc(-c2nc(CS(=O)(=O)c3ccc(C)cc3)c(C)o2)cc1	-2.6%
41	Cc1cccc(OCC(=O)Nc2ccccc2OCc2cc(=O)n3cc(C)ccc3n2)c1	5.7%
42	COc1ccc(C)cc1NC(=O)C(=O)NCC1(c2ccccc2)CCCC1	-2.2%
43	COc1ccc(-c2nc(CN3CCC(C(=O)NCc4ccc(F)cc4)CC3)c(C)o2)cc1OC	-7.4%
44	Cn1c(=O)c(=O)n(C)c2cc(N3CCCC3)c(NC(=O)c3ccccc3Cl)cc21	-2.1%
45	CCc1ccc(NC(=O)CSC2=Nc3ccccc3C3=NC(CCC(=O)NCc4ccccc4)C(=O)N23)cc1 (centres undefined)	0.2%
46	CCN(CC)S(=O)(=O)c1ccc2c(c1)N(CC(=O)N1CCN(c3cccc(C)c3C)CC1)C(=O)CO2	2.1%
47	Cc1oc(-c2ccc(Cl)cc2)nc1CN1CCCC(C(=O)NCCc2ccc(Cl)cc2)C1 (centres undefined)	?
48	CC(C)CN(CCCNC(=O)c1cc(=O)[nH]c2ccc(S(=O)(=O)N3CCCCCC3)cc12)CC(C)C	2.3%
49	COc1ccc(Nc2nnc(-c3cc4c(ccc5ccccc54)oc3=O)s2)cc1	4.1%
50	CCn1c(=O)c(=O)n(CC)c2cc(N3CCCCC3)c(NC(=O)c3ccccc3OC)cc21	-0.8%

No.	SMILES	FLuc counter
51	CCOc1ccc(NC(=O)c2cc(-c3ccc(C)c(F)c3)on2)c([N+](=O)[O-])c1	5.3%
52	CCOc1cc2c(cc1OCC)C(CC(=O)O)N(C(=O)Nc1ccccc1C(F)(F)F)CC2 (centres undefined)	-18.7%
53	CC1CCN(S(=O)(=O)c2ccc3c(c2)N(CC(=O)NC(C)C)C(=O)CS3)CC1	-6.8%
54	CC1CCN(S(=O)(=O)c2cc3c4c(c2)CC(=O)N4CCC3)CC1	2.9%
55	O=C(CCC(=O)c1ccc(F)cc1)Nc1ccc(Cl)cc1	4.5%
56	Cc1sc2c(c1C)c(=O)n(-c1ccc(Cl)cc1)c(=O)n2CC(=O)c1ccccc1	6.1%
57	CCCCN(Cc1cc2ccccc2[nH]c1=O)C(=O)c1cccc(Cl)c1	3.6%
58	CCOc1ccc(-c2nonc2NC(=O)COc2ccc(C)c(C)c2)cc1OCC	2.2%
59	CCOc1ccc(Cl)cc1CNCCCSc1nnnn1C	-1.7%
60	Cn1nnnc1SCCCNCc1ccccc1OCc1ccc(Cl)cc1	-1.8%
61	Cc1ccc(-c2ccc(=O)n(CC(=O)NCCc3ccccc3)n2)cc1	-8.3%
62	CCOc1cccc2cc(-c3nnc(Nc4ccc(F)c(Cl)c4)s3)c(=O)oc12	-2.8%
63	CCOc1ccccc1NC(=O)CCCc1nc(-c2ccccc2Cl)no1	-10.7%
64	CCOc1ccc(NC(=O)CCc2c(C)nc3c4c(C)cc(C)nc4nn3c2C)cc1	-1.0%
65	CC(C)c1ccc(NC(=O)c2ccc(F)c(S(=O)(=O)N3CCc4ccccc43)c2)cc1	-2.1%
66	Cc1cc(C)cc(NC(=O)c2cccc(N3CCCS3(=O)=O)c2)c1	?
67	COc1ccc(NC(=O)c2ccc(CNS(=O)(=O)c3ccc4c(c3)C(C)(C)C(=O)N4C)cc2)cc1	0.2%
68	Cc1ccc(NC(=O)Cn2c(=O)n(Cc3ccccc3)c(=O)c3sc4ccccc4c32)cc1	-2.4%
69	CCn1nc(-c2ccccc2)c(-c2ccccc2)c(C(=O)Nc2ccccc2C#N)c1=O	-1.5%
70	Cc1ccc(C)c(NC(=O)C(=O)NCCc2csc3nc(-c4ccccc4C)nn23)c1	-6.7%
71	Cc1ccc(NC(=O)C(C)Sc2nc3c(c(=O)[nH]2)CCCC3)cc1Cl (centres undefined)	-0.7%
72	Cc1ccc(S(=O)(=O)N2CCCc3cc(NS(=O)(=O)c4cc(F)ccc4F)ccc32)cc1	?
73	CCOC(=O)c1c(NC(=O)c2cc(=O)c3cc(Cl)ccc3o2)sc(C)c1C	1.0%
74	COc1ccc(Cl)cc1NC(=O)C(C)N1Cc2ccccc2C1=O (centres undefined)	3.4%
75	COc1ccc(CCNC(=O)CCc2c(C)c3ccc(O)c(C)c3oc2=O)cc1	6.5%

No.	SMILES	FLuc counter
76	Cc1cc(C)cc(NC(=O)CN(C)S(=O)(=O)c2ccc3c(c2)CCC(=O)N3)c1	0.0%
77	COC(=O)c1ccccc1NC(=O)c1cc2cc(C)ccc2n1C	3.3%
78	Cc1ccc2c(=O)cc(C(=O)Nc3sc4c(c3C(=O)NCc3ccco3)CCCC4)oc2c1C	-1.3%
79	O=C(Nc1ccc(Cl)c(C(F)(F)F)c1)C(Cc1ccccc1)NS(=O)(=O)c1ccc(Br)s1 (centres undefined)	3.3%
80	CCC(=O)N1CCc2cc(CNS(=O)(=O)c3cc(Cl)ccc3OC)ccc21	-1.8%
81	O=c1oc2c3c(ccc2c2ccccc12)OCN(Cc1ccccc1Cl)C3	-16.1%
82	CCOc1ccccc1NC(=O)CSc1cc(=O)n(CC)c2ccccc12	-18.7%
83	COc1ccc(NC(=O)c2cn3c4c(ccc(Cl)c4c2=O)OC(C)C3)cc1OC (centres undefined)	-1.4%
84	Cc1ccc(C)c(Cn2c(=O)n(-c3ccc(Cl)cc3)c(=O)c3c(C)c(C)sc32)c1	1.4%
85	O=S(=O)(NCCc1csc2nc(-c3ccccc3)nn12)c1ccc(Cl)s1	-10.0%
86	CCOC(=O)C1CCCN(C(=O)Cn2ncc3c(C)n(Cc4ccc(Cl)cc4)c(C)c3c2=O)C1 (centres undefined)	-14.9%
87	COc1ccc2c(c1)NC(c1ccc(F)cc1)=NC(c1ccc(F)cc1)=N2	-16.8%
88	O=C(NCC(c1ccc(Cl)cc1)N1CCCCC1)c1ccccc1F (centres undefined)	5.6%
89	Cc1cc(C)cc(NC(=O)COCc2cc(-c3ccc4c(c3)OCO4)on2)c1	?
90	COc1ccc(N2CCN(C(=O)c3cccn3-c3nnc(N4CCCC4)s3)CC2)cc1	-10.6%
91	COc1ccc(S(=O)(=O)c2cn(C)c3cc(N4CCCCC4)c(F)cc3c2=O)cc1	2.6%
92	CC(=O)Nc1ccc(NC(=O)C(NS(=O)(=O)c2ccc(Br)s2)c2ccccc2)cc1 (centres undefined)	?
93	Cc1cccc(NC(=O)c2cc3c(C)nn(-c4ccccc4)c3s2)c1	-2.3%
94	O=C(CN1Cc2ccccc2C1=O)Nc1cc(F)ccc1F	-5.2%
95	Cc1nc(N2CCCC2)ncc1C(=O)NCc1ccccc1Cl	-0.7%
96	N#Cc1c(-n2ncnc2-c2cccc(Br)c2)sc2c1CCCCC2	3.38µM*
97	CN(C(=O)c1ccc2c(c1)N(Cc1ccccc1F)C(=O)c1ccccc1S2)C1CCCCC1	-16.1%
98	COc1ccc(Nc2cc(C(=O)NCc3ccccc3)c3ccccc3n2)cc1OC	-9.8%
99	COc1ccc(CNC(=O)c2cnc(N3CCCC3)nc2C)c(OC)c1	-8.5%
100	COc1ccc(Nc2cc(C(=O)NCCCN(C)c3ccccc3)c3ccccc3n2)c(OC)c1	?

No.	SMILES	FLuc counter
101	CCOc1ccccc1CNC(=O)c1nc(-c2ccc(Cl)cc2)n2c1CCCCC2	-12.3%
102	CCc1cccc(NC(c2nnc(-c3ccccc3)o2)c2ccc(F)cc2Cl)c1 (centres undefined)	0.4%
103	COc1ccccc1CCNC(=O)C(=O)NCC(c1ccco1)S(=O)(=O)c1cccs1 (centres undefined)	-2.9%
104	Cc1ccc(-c2ccc(=O)n(C(C)C(=O)Nc3ccccc3Cl)n2)cc1C (centres undefined)	-2.1%
105	COc1ccc(N(CC(=O)NCCc2ccccc2)S(=O)(=O)c2ccc(OC)c(OC)c2)cc1	0.6%
106	COc1ccccc1CNC(=O)c1ccc2c(c1)sc1nc(-c3ccc(F)cc3)cn12	-0.8%
107	N#Cc1ccccc1S(=O)(=O)N1CCC(Oc2ccc(-n3cnnn3)cc2)CC1	-8.9%
108	COc1ccc(C)cc1NC(=O)c1nnn(Cc2cccc(Br)c2)c1N	-5.3%
109	COc1ccc(OC)c(NC(=O)CN(C)S(=O)(=O)c2ccc3[nH]c4c(c3c2)CCCC4)c1	-0.2%
110	COc1ccc(CCNC(=O)Cn2cc(C(=O)c3ccc(Cl)cc3)c(=O)c3ccc(C)nc32)cc1OC	-2.1%
111	Cc1nc(CC(=O)Nc2ccc(C)c(C)c2)cs1	-12.0%
112	COc1ccc(-c2cc(C(=O)Nc3c(C(=O)c4ccc(C)c(F)c4)oc4ccccc34)no2)cc1	-1.3%
113	CCS(=O)(=O)c1c(Nc2ccc(F)c(Cl)c2)sc(C(=O)c2ccccc2)c1N	-0.9%

Among those listed so far, five contain bromine.
No.	SMILES	FLuc counter
23	CCc1ccc(C2=CC(c3cccc(Br)c3)n3nnnc3N2)cc1 (centres undefined)	3.3%
79	O=C(Nc1ccc(Cl)c(C(F)(F)F)c1)C(Cc1ccccc1)NS(=O)(=O)c1ccc(Br)s1 (centres undefined)	3.3%
92	CC(=O)Nc1ccc(NC(=O)C(NS(=O)(=O)c2ccc(Br)s2)c2ccccc2)cc1 (centres undefined)	?
96	N#Cc1c(-n2ncnc2-c2cccc(Br)c2)sc2c1CCCCC2	3.38µM*
108	COc1ccc(C)cc1NC(=O)c1nnn(Cc2cccc(Br)c2)c1N	-5.3%
